OXTR potentiator: human OXTR potentiation. CHO-OTR cells, Fluo-8 calcium fluorescence, potentiator mode; 0% = oxytocin EC15, 100% = EC100. activation, % at 3 µM. actives 0.061% (n = 320,000). P30559;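 active means activation above that plate's cutoff, the mean activation of tested compounds plus 3 SD, cut at about 6.6% in these data, passing the limit was not always enough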;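 further: 100% uses oxytocin at 75 nM as the full agonist control; some results filed as inactive read as strong as hits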
Target sequence (P30559 whole entry, looked up): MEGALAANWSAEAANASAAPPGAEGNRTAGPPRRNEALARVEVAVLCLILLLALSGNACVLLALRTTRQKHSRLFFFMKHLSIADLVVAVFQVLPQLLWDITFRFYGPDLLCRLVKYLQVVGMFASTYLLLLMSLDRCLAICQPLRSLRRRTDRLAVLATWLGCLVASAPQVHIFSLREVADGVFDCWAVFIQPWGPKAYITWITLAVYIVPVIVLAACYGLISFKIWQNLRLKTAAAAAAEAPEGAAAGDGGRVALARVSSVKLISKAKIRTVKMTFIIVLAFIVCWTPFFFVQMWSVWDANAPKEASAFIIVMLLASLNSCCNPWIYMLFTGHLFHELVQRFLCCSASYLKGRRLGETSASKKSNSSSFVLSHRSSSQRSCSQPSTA
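Measured by – Fluo-8 calcium dye fluorescence · Test system – human OTR in CHO cells · Dosing – one concentration, 3.0 µM compound · Controls – EC15 oxytocin alone as 0%, 75 nM oxytocin as 100% · Evaluation – normalized max/min fluorescence ratio, % activation · Timing – 6 min pre-incubation, 100 s read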
M1 ag: activates human CHRM1 receptor; P11229; CHO-K1 hM1, Fluo-8 calcium fluorescence, agonist mode; 0% DMSO, 100% acetylcholine EC100; activation, % at 3 µM; actives 0.33% (n = 360,000); AID 588814;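 active means activation above the run's mean compound activation plus 3 SD, cut at about 16% in these data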;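 further: peak over basal fluorescence ratio within a 140 s kinetic read after compound addition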
Target sequence (P11229 whole entry, looked up): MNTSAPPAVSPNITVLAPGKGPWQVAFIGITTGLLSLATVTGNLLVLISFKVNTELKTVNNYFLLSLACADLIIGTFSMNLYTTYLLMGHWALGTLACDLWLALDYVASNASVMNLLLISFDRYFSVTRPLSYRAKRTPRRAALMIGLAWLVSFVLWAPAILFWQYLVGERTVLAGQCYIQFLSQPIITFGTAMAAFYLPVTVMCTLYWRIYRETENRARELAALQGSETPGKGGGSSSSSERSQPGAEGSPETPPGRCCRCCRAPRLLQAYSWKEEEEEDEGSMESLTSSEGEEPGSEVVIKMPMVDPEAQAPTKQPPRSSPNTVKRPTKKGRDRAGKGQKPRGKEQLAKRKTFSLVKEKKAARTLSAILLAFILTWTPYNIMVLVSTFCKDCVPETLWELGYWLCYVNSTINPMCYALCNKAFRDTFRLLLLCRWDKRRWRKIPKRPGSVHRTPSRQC
CHRM1 antagonist: blocks human M1 muscarinic receptor | inhibition, % at 3 µM | actives 1.3% (n = 360,000) | AID 588852 | CHO-K1 hM1, Fluo-8 calcium fluorescence, ACh EC80 antagonist | P11229;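 active means percent inhibition above its own plate's cutoff, namely the mean of that plate's compound wells plus 3 SD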;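 further: peak over basal fluorescence ratio during 140 s after agonist addition; 0% = ACh EC80 plus DMSO and 100% = DMSO alone without agonist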
OXTR ag: agonists of human oxytocin receptor; actives 0.32% (n = 320,000); P30559; activation, % at 3 µM; CHO-OTR cells, Fluo-8 calcium fluorescence; normalized: DMSO 0%, oxytocin 100%; AID 2435;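 active means activation above the mean of all tested compounds plus 3 SD, cutoff set per screening run, cut at about 20% in these data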;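 further: peak over basal fluorescence ratio from a 100 s FLIPR kinetic read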
V1R ag counter: counter-screen for oxytocin receptor agonists: human V1a receptor agonists. CHO-V1R cells, Fluo-8 calcium fluorescence, agonist mode; 0% DMSO, 100% 3 nM vasopressin. actives 0.25% (n = 320,000). AID 2797. activation, % at 3 µM. P37288;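 active means activation above the mean activation of all tested compounds plus 3 SD, per screening run, cut at about 20% in these data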;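 further: signal is peak over basal fluorescence ratio across a 100 second FLIPR read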
M1 PAM: potentiates human M1 receptor response to acetylcholine; P11229; CHO-K1 hM1, Fluo-8 calcium fluorescence, ACh EC20; 0% = ACh EC20, 100% = maximal ACh; activation, % at 3 µM; actives 0.088% (n = 360,000); AID 588819; in the data active means activation above about 19%, passing the limit was not always enough
CHO parental Ca: counter-screen for OX1R antagonists: effect in parental CHO cells; parental CHO-K1, ATP-induced calcium, Fluo-8 fluorescence; inhibition, % at 5.6 µM; actives 0.63% (n = 330,000); AID 463079;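 active means inhibition above that plate's mean sample inhibition plus 3 SD, cut at about 26% in these data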;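 further: 0% = ATP-challenged DMSO wells and 100% = DMSO wells without ATP; some compounds past the cut are filed as inactive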
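test system = CHO parental line | reagent = ATP stimulus | measured by = intracellular calcium via Fluo-8 no-wash fluorescent dye | control set = ATP and no-ATP DMSO wells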
TAAR1 agonist: human TAAR1 agonism; actives 0.99% (n = 360,000); CHO RD-HGA16 TAAR1, Fluo-8 calcium fluorescence; vehicle wells 0%, saturating PEA agonist 100%; AID 624467; activation, % at 3 µM; Q96RJ0;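 active means activation above the mean activation of all test compounds in the run plus 3 SD, cut at about 38% in these data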
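test system = CHO RD-HGA16 cells carrying human TAAR1 plus Gα16 | schedule = 17-24 h seeding, 75 min 37 °C dye, 30 min RT | compound dosing = 3 µM single concentration | control set = DMSO and PEA EC100 | replicates = n 1 | signal = Fluo-8 fluorescence, 5 s baseline then 140 s kinetic read | measure = percent activation vs PEA EC100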
TAAR1 antag: human TAAR1 antagonism; CHO RD-HGA16 TAAR1, Fluo-8 calcium fluorescence, antagonist; inhibition, % at 3 µM; actives 1.5% (n = 360,000); AID 624466;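 active means inhibition above a per-plate cutoff, the mean inhibition of test compounds on that plate plus 3 SD, cut at about 49% in these data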;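 further: 0% = DMSO plus EC80 beta-PEA response and 100% = DMSO alone without agonist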
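Assay system: RD-HGA16 CHO cells with stable hTAAR1 and Gα16 / Reagent: EC80 β-phenethylamine stimulus / Doses: 3 µM, single point / Timing: dye loading 75 min at 37 °C, then 30 min room temperature / Measured by: Fluo-8 intracellular calcium dye fluorescence, real-time kinetic reads / Controls: vehicle wells and EC80 agonist wells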
Starred values were filed as active, the others as inactive; / = no result given.

Start of the data: the first five entries as a preview:
cpd	Molecule	OXTR potentiator	M1 ag	CHRM1 antagonist	OXTR ag	V1R ag counter
1	O=C(NCC(=O)N1CCCCCC1)c1ccc(OC(F)F)cc1	0	-3	-2	0.5	0.1
2	COc1ccc(-n2nc(C(=O)NCC(=O)N3CCN(C)CC3)c3ccccc3c2=O)cc1	-3	-3	-12	0.0	-0.5
3	O=C(CCCN1C(=O)S/C(=C\C=C\c2ccccc2)C1=O)Nc1ccc(C(=O)O)cc1	-10	-4	-2	0.4	-0.5
4	O=C(NC(c1ccccc1)c1ccsc1)C1CCN(Cc2ccccc2)CC1 (configuration not stated)	/	-6	-8	/	/
5	COC(=O)CSc1nnc2n(C3CCCCC3)c(=O)c3c4c(sc3n12)CCCC4	4	-4	-1	0.3	-0.6

cpd	M1 PAM	CHO parental Ca	TAAR1 agonist	TAAR1 antag
1	5	-2	3	-16
2	14	-17	-2	-19
3	1	1	-1	-10
4	0	/	10	13
5	-8	-31	22	33

Main list, repeating the preview:
cpd	Molecule	OXTR potentiator	M1 ag	CHRM1 antagonist	OXTR ag	V1R ag counter
1	O=C(NCC(=O)N1CCCCCC1)c1ccc(OC(F)F)cc1	0	-3	-2	0.5	0.1
2	COc1ccc(-n2nc(C(=O)NCC(=O)N3CCN(C)CC3)c3ccccc3c2=O)cc1	-3	-3	-12	0.0	-0.5
3	O=C(CCCN1C(=O)S/C(=C\C=C\c2ccccc2)C1=O)Nc1ccc(C(=O)O)cc1	-10	-4	-2	0.4	-0.5
4	O=C(NC(c1ccccc1)c1ccsc1)C1CCN(Cc2ccccc2)CC1 (configuration not stated)	/	-6	-8	/	/
5	COC(=O)CSc1nnc2n(C3CCCCC3)c(=O)c3c4c(sc3n12)CCCC4	4	-4	-1	0.3	-0.6
6	Cc1cc(F)ccc1NCC(=O)Nc1ccccc1Br	-1	-8	-6	-2.4	0.2
7	O=C(NCCS(=O)(=O)NCc1ccccc1Cl)c1ccc2c(c1)OCO2	-4	-3	-6	-0.9	0.8
8	O=C(COc1ccc(Cl)cc1)N(Cc1ccccc1)c1ccccn1	-1	-4	-21	-2.4	-0.5
9	CCCCOc1ccc(/C=N/NC(=O)C2CCCNC2=O)cc1 (configuration not stated)	-9	-3	-9	-1.2	-0.3
10	O=C(Nc1ccc(N2CCOCC2)c(S(=O)(=O)Nc2ccccc2Cl)c1)c1ccc(=O)[nH]n1	/	-2	-3	/	/
11	CC(C)n1c(=S)[nH]c2cc(C(F)(F)F)ccc21	3	2	-8	4.6	6.0
12	S=C(NCCc1ccc(Cl)cc1)NC1CCCC1	-16	-6	2	-0.3	5.3
13	COc1ccc2cc(CCNC(=O)c3cccs3)c(=O)[nH]c2c1	-3	6	-8	-0.5	0.1
14	CC(C)[C@H](N[C@@H](C)c1ccccc1)c1c(O)ccc2ccccc12	-12	-5	-10	-0.9	-1.1
15	C/C(=N\Nc1nc2ccccc2[nH]1)c1ccccn1	-1	-2	-22	2.8	2.0

cpd	M1 PAM	CHO parental Ca	TAAR1 agonist	TAAR1 antag
1	5	-2	3	-16
2	14	-17	-2	-19
3	1	1	-1	-10
4	0	/	10	13
5	-8	-31	22	33
6	10	-7	3	-8
7	4	-13	1	-19
8	-1	-14	13	0
9	5	2	-1	-14
10	3	/	15	7
11	4	-23	5	-2
12	-8	0	7	5
13	8	-7	6	-4
14	0	-3	-3	-18
15	13	-7	0	8

Other structures follow.
cpd	Molecule	OXTR potentiator	M1 ag	CHRM1 antagonist	OXTR ag	V1R ag counter
16	Cc1cc(C)c(C)c(S(=O)(=O)Nc2cccnc2)c1C	10	-3	-12	-0.6	0.8
17	COc1ccccc1NC(=O)COC(=O)CC(C)(C)CC1=NS(=O)(=O)c2ccccc2N1	-8	0	2	3.0	12
18	COc1ccc(Cc2nnc(Cl)c3ccccc23)cc1OC	-5	3	-3	0.7	2.1
19	CC1CCCCC12NC(=O)N(CC(=O)N1CCN(C(=O)c3ccco3)CC1)C2=O (configuration not stated)	-5	-2	1	0.5	0.2
20	COC(=O)NCC1(C)CC(NC(=O)OC)CC(C)(C)C1 (configuration not stated)	-4	-5	0	-0.3	-0.2
21	O=C(Nc1ccccc1F)N1CCc2ccccc2C1	/	-3	-7	/	/
22	Cc1ccc(O)c(C2=NCCNC(C(F)(F)F)=C2)c1	-6	-6	2	1.6	0.7
23	O=C(Nc1nn[nH]n1)c1cccc(Oc2ccccc2)c1	-7	-3	-6	0.8	0.5
24	COc1cc(C2C(C(C)=O)=C(O)C(=O)N2CCc2ccc(OC)c(OC)c2)ccc1O (configuration not stated)	-12	2	-11	0.5	0.3
25	COC(=O)C[C@@H]1C[C@H]2c3cc(NS(C)(=O)=O)ccc3O[C@H]2[C@H](CO)O1	/	-4	-1	/	/
26	CC1Cc2ccccc2N1C(=O)CSc1nnc(-c2ccc(S(=O)(=O)N3CCCC3)cc2)n1C (configuration not stated)	1	-10	4	-1.2	1.7
27	COc1ccc(C)cc1NC(=O)c1ccc2c(SCC(=O)O)c3c(nc2c1)CCCC3	-14	-4	-15	-0.3	-1.7
28	CCn1c(COc2cccc(OC)c2)nnc1SCC(=O)Nc1cc(OC)ccc1OC	-6	-4	-6	-0.5	-0.3
29	N#Cc1ccc(OC(=O)Cc2ccsc2)cc1	-6	-1	-10	0.1	0.6
30	CCOCCN1CCN(c2c3c(nc4cc(-c5ccc(F)cc5)nn24)CCC3)CC1	/	-3	6	/	/

cpd	M1 PAM	CHO parental Ca	TAAR1 agonist	TAAR1 antag
16	8	-11	-2	-6
17	-5	-27	8	36
18	2	-6	4	5
19	0	-10	13	-9
20	8	-3	11	10
21	4	/	50*	-18
22	0	-7	11	16
23	2	-4	2	-5
24	8	1	5	5
25	1	/	0	-6
26	-4	-20	11	24
27	9	-22	0	-5
28	2	-15	4	20
29	4	3	1	-23
30	0	/	1	-1

Additional compounds.
cpd	Molecule	OXTR potentiator	M1 ag	CHRM1 antagonist	OXTR ag	V1R ag counter
31	Cc1cccc(N2CCN(C(=O)CN3C(=O)C4CC=CCC4C3=O)CC2)c1C (configuration not stated)	-9	0	1	6.9	6.7
32	CCOc1ccc(CCNC(=O)COC(=O)c2nc(Cl)ccc2Cl)cc1OCC	-2	-4	-14	-1.5	-0.4
33	COc1cc(/C=C/C(=O)O)cc(OC)c1O	-4	-1	-16	-0.5	-0.7
34	Nc1nnn(CC(=O)N/N=C/c2ccc(O)cc2)n1	-11	-3	-11	1.1	1.3
35	COc1ccc(C(=O)Nc2nnc(S(=O)(=O)N3CCCCCC3)s2)cc1OC	-6	5	3	1.4	1.8
36	Brc1c(CSc2nnc(-c3ccco3)o2)nc2ccccn12	5	-5	-3	-0.4	0.3
37	Brc1ccc(C2Nc3cccc4cccc(c34)N2)o1	-4	-1	-3	0.4	0.0
38	COc1ccc(NC(=O)CN2C(=O)COc3ccc(S(=O)(=O)N4CCOCC4)cc32)cc1Cl	-9	-5	-1	-0.9	-0.4
39	CCC(C)CCN1C(Nc2ccccc2)=NC[C@@H]1Cc1ccccc1 (some centres not stated)	1	-9	8	4.2	1.6
40	CCCCCC(=O)Nc1sc(C)c(C)c1C#N	1	-7	-17	-2.7	-2.3
41	Cc1nnc(N/N=C/c2ccc(O)c([N+](=O)[O-])c2)[nH]c1=O	1	-2	-1	-1.6	-0.1
42	Cn1ccc2c(-c3ccc(F)cc3)cc3c(c21)C1CCC3C1 (configuration not stated)	/	-1	-14	/	/

cpd	M1 PAM	CHO parental Ca	TAAR1 agonist	TAAR1 antag
31	1	3	9	-16
32	8	-28	1	-9
33	0	5	1	-3
34	12	-7	2	-22
35	16	-13	3	-13
36	6	-24	9	7
37	6	4	/	/
38	2	-28	-2	-2
39	-9	-25	21	-9
40	11	-27	8	5
41	3	3	1	-29
42	9	/	0	-6

4 entries from above, arranged by length of the SMILES, ascending.
cpd	Molecule	OXTR potentiator	M1 ag	CHRM1 antagonist	OXTR ag	V1R ag counter
23	O=C(Nc1nn[nH]n1)c1cccc(Oc2ccccc2)c1	-7	-3	-6	0.8	0.5
8	O=C(COc1ccc(Cl)cc1)N(Cc1ccccc1)c1ccccn1	-1	-4	-21	-2.4	-0.5
39	CCC(C)CCN1C(Nc2ccccc2)=NC[C@@H]1Cc1ccccc1 (some centres not stated)	1	-9	8	4.2	1.6
38	COc1ccc(NC(=O)CN2C(=O)COc3ccc(S(=O)(=O)N4CCOCC4)cc32)cc1Cl	-9	-5	-1	-0.9	-0.4

cpd	M1 PAM	CHO parental Ca	TAAR1 agonist	TAAR1 antag
23	2	-4	2	-5
8	-1	-14	13	0
39	-9	-25	21	-9
38	2	-28	-2	-2

High-throughput results from PubChem.
